High-throughput results deposited in PubChem by The Scripps Research Institute Molecular Screening Center.
GPR151 activ: activators of human GPR151, primary screen, cell-based, PathHunter beta-arrestin, luminescence; actives 1% (n = 650,000); PathHunter beta-arrestin GPR151 cells; activation, % at 11.2 µM; AID 1508602, 2020; in the data active = activation above about 4.9%;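 note: 0% = median of compound wells and 100% = cells with positive control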
Target sequence (Q8TDV0 whole entry, looked up): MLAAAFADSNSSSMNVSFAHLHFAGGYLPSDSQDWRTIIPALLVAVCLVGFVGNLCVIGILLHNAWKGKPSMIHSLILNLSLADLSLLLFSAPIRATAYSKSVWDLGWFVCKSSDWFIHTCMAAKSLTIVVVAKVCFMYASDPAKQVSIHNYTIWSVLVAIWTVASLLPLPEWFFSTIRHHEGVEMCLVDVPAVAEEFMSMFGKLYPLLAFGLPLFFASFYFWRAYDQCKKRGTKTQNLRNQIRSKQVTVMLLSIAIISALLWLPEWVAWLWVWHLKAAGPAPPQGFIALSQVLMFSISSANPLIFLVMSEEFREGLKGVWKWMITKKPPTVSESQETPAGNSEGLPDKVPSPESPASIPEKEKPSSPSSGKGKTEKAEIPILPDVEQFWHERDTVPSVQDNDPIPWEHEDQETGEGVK
FBW7 act: FBW7 E3 ligase activators, primary screen, biochemical, AlphaScreen, human; F-box/WD repeat-containing protein 7 (Homo sapiens), Q969H0; AlphaScreen FBW7–phospho-cyclin E peptide binding, activator screen; normalized activity (activation), % at 26.1 µM; actives 0.13% (n = 650,000); in the data active = normalized activity above about 1.9%;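 note: purified mutant Fbw7 with reduced substrate affinity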
MITF inh: MITF inhibitors, primary screen, biochemical, AlphaScreen, human. inhibition, % at 2.6 µM. AlphaScreen MITF homodimerization, bead proximity signal. AID 1259374, 2018. Microphthalmia-associated transcription factor (Homo sapiens), O75030. actives 0.91% (n = 650,000); in the data active = inhibition above about 50%;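 note: 0% = vehicle wells with protein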
Target sequence (O75030 whole entry, looked up): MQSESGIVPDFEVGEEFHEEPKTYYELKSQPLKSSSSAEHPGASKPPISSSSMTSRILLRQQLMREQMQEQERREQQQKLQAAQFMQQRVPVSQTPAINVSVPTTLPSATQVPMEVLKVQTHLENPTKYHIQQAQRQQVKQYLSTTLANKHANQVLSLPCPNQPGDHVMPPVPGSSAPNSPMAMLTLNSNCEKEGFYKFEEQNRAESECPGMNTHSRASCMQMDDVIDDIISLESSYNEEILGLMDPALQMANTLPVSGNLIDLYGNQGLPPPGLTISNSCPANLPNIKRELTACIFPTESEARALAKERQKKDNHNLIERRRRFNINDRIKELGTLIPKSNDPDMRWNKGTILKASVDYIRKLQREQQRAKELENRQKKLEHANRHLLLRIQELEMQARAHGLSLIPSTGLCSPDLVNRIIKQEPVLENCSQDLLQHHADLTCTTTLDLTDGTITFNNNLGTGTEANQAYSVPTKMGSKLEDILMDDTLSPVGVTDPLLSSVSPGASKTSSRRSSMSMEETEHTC
TEAD-YAP inh: TEAD-YAP interaction inhibition, primary screen, TEAD-YAP interaction inhibitor project, luminescence, HEK-TIYL cells; actives 1.4% (n = 640,000); TEAD-Gal4/YAP UAS-luciferase luminescence; inhibition, % at 9.12 µM; in the data active = inhibition above about 32%;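 note: 0% = median of test compound wells and 100% = reference inhibitor wells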
Starred values were filed as active, the others as inactive.

How did CCCCN(C)C(=O)CN1C(=O)C(CC)Oc2ccc(C)cc21 (centres undefined) do in these assays?
GPR151 activ: 8.8*; FBW7 act: 0.0; MITF inh: -16; TEAD-YAP inh: -2

Results for NC(=O)c1ccsc1NC(=O)CS(=O)(=O)c1ccc(F)cc1 ?
GPR151 activ: 0.4; FBW7 act: 0.1; MITF inh: -19; TEAD-YAP inh: -16

Results for O=C1C(=O)N(Cc2cccnc2)C(c2cccc(Oc3ccccc3)c2)/C1=C(/O)c1ccc(F)cc1 (centres undefined) ?
GPR151 activ: 0.5; FBW7 act: 0.0; MITF inh: -7; TEAD-YAP inh: -1

Results for CCCC1CCC(c2ccc(-c3ccc(CC)cn3)cc2F)CC1 (centres undefined) ?
GPR151 activ: 3.2; FBW7 act: 0.0; MITF inh: 6; TEAD-YAP inh: -6

What do the screens show for `CCOc1ccc(NC(=O)C(C)n2c(C)c3cnn(-c4ccccc4)c(=O)c3c2C)cc1` (centres undefined)?
GPR151 activ: -1.2; FBW7 act: -0.1; MITF inh: 12; TEAD-YAP inh: 0

What do the screens show for `CC(C(=O)N(C)C)N(C#N)c1nc(Cl)nc(N(C)C)n1` (centres undefined)?
GPR151 activ: 2.9; FBW7 act: 0.0; MITF inh: -11; TEAD-YAP inh: 4

What do the screens show for `CCC12CC3CC(O)(C1)CC(C(=O)O)(C3)C2` (centres undefined)?
GPR151 activ: -0.2; FBW7 act: 0.1; MITF inh: 4; TEAD-YAP inh: 7

Results for CCC(=O)NNC(=O)c1cccc(Br)c1 ?
GPR151 activ: -0.9; FBW7 act: -0.1; MITF inh: -12; TEAD-YAP inh: -1

How did CN(C)c1nc(N)nc(C2CCCN2S(=O)(=O)c2ccc3ccccc3c2)n1 (centres undefined) do in these assays?
GPR151 activ: 3.4; FBW7 act: -0.1; MITF inh: -7; TEAD-YAP inh: 4

How did Cc1sc2ncnc(Sc3nc4ccccc4[nH]3)c2c1C do in these assays?
GPR151 activ: -1.5; FBW7 act: -0.2; MITF inh: -17; TEAD-YAP inh: -63

Results for Cc1ccccc1C(=O)NCc1ccco1 ?
GPR151 activ: -0.1; FBW7 act: 0.0; MITF inh: 0; TEAD-YAP inh: -7

What do the screens show for `COc1cccc(OCCOc2ccccc2[N+](=O)[O-])c1`?
GPR151 activ: 0.6; FBW7 act: 0.3; MITF inh: 18; TEAD-YAP inh: -49

How did CCOC(=O)c1sc(NC(=O)C(C)Sc2nnc(CNC(=O)COc3ccccc3)n2-c2ccc(F)cc2)c(C(=O)OCC)c1C (centres undefined) do in these assays?
GPR151 activ: 0.0; FBW7 act: 0.1; MITF inh: -18; TEAD-YAP inh: 6

Results for C#CCn1c(=O)c2c(N3CCN(C(=O)c4ccco4)CC3)ccnc2n(C)c1=O ?
GPR151 activ: 0.1; FBW7 act: -0.2; MITF inh: -17; TEAD-YAP inh: -5

What do the screens show for `CCc1nnc(NC(=O)CSc2nc3cccnc3n2-c2ccc(F)cc2)s1`?
GPR151 activ: 0.2; FBW7 act: 0.1; MITF inh: 1; TEAD-YAP inh: 11

How did CCOC(=O)c1sc2ncn(CC(=O)Nc3ccccc3OC)c(=O)c2c1C do in these assays?
GPR151 activ: -1.2; FBW7 act: 0.1; MITF inh: 7; TEAD-YAP inh: 12

How did O=C1C(=O)N(c2nccs2)C(c2cccs2)/C1=C(\O)c1ccc(F)cc1 (centres undefined) do in these assays?
GPR151 activ: -0.4; FBW7 act: 0.0; MITF inh: 8; TEAD-YAP inh: -4

How did CCOCCCNC(=O)Cn1cc([N+](=O)[O-])ccc1=O do in these assays?
GPR151 activ: 0.2; FBW7 act: -0.3; MITF inh: -12; TEAD-YAP inh: -4

Results for Cc1ccccc1Oc1ccc(S(=O)(=O)N2CCCC2)cc1 ?
GPR151 activ: 3.1; FBW7 act: 0.1; MITF inh: -9; TEAD-YAP inh: 7

Results for O=C(Nc1cc(C(=O)N2CCc3ccccc3C2)ccc1N1CC2CC(C1)c1cccc(=O)n1C2)c1ccc(F)cc1 (centres undefined) ?
GPR151 activ: 0.4; FBW7 act: 0.0; MITF inh: -2; TEAD-YAP inh: -1

What do the screens show for `CNc1nc(NC)nc(-n2c(C(F)(F)F)nc3ccccc32)n1`?
GPR151 activ: 0.1; FBW7 act: 0.3; MITF inh: 19; TEAD-YAP inh: -6

Results for O=S1(=O)CCC(NC(=S)N/N=C/c2ccc(-c3cccc(Cl)c3)o2)C1 (centres undefined) ?
GPR151 activ: -0.3; FBW7 act: 0.1; MITF inh: 9; TEAD-YAP inh: -3

Results for COc1ccc(OCC2c3cc(OC)c(OC)cc3CCN2C(=O)c2ccc(S(=O)(=O)N3CCCCC3)cc2)cc1 (centres undefined) ?
GPR151 activ: -1.0; FBW7 act: -0.2; MITF inh: 5; TEAD-YAP inh: 6

Results for O=C(Nc1ccnn1C1CCN(Cc2nccs2)CC1)C1CCCC1 ?
GPR151 activ: 2.9; FBW7 act: 0.2; MITF inh: -5; TEAD-YAP inh: -2

What do the screens show for `COc1ccc(CC(=O)N2CCc3cc(OC)c(OC)cc3C2COc2ccc(F)cc2)cc1OC` (centres undefined)?
GPR151 activ: -1.2; FBW7 act: -0.4; MITF inh: -6; TEAD-YAP inh: -18

How did CSc1cccc(NC(=O)c2nccnc2CO)c1 do in these assays?
GPR151 activ: -0.4; FBW7 act: 0.1; MITF inh: 1; TEAD-YAP inh: -32

How did Cc1nc2sc3c(c2c2nn(Cc4ccccn4)c(=O)n12)CCC(C)C3 (centres undefined) do in these assays?
GPR151 activ: 0.6; FBW7 act: -0.1; MITF inh: 2; TEAD-YAP inh: -8

What do the screens show for `COC(=O)c1cccc(Nc2nc(-c3ccccc3Cl)nc3ccccc23)c1`?
GPR151 activ: 0.4; FBW7 act: 0.1; MITF inh: 7; TEAD-YAP inh: 13

Results for CCOC(=O)C1=C(C(F)(F)F)Nc2ncnn2C1c1cccc(OC)c1OC (centres undefined) ?
GPR151 activ: -2.0; FBW7 act: -0.1; MITF inh: 6; TEAD-YAP inh: 4

Results for COc1ccc(CCNC(=O)CCCn2c(SCc3cccc(F)c3)nc3ccccc3c2=O)cc1OC ?
GPR151 activ: -1.2; FBW7 act: 0.8; MITF inh: -4; TEAD-YAP inh: -17

How did CCc1c(C)nc2[nH]nc(NC(=O)C(F)(F)F)n2c1=O do in these assays?
GPR151 activ: 0.1; FBW7 act: 0.0; MITF inh: 0; TEAD-YAP inh: -7

How did CCOC(=O)C1=C(C)Nn2c(nc3ccccc3c2=O)S1 do in these assays?
GPR151 activ: 0.9; FBW7 act: -0.2; MITF inh: 5; TEAD-YAP inh: 7

Results for Cc1cccc(CN2CCN(CC(=O)N3CCCCCC3)C2=O)c1 ?
GPR151 activ: -0.1; FBW7 act: -0.1; MITF inh: 1; TEAD-YAP inh: -9

How did CCN1CCN(c2ncnc3sc4c(c23)CCC(C)C4)CC1 (centres undefined) do in these assays?
GPR151 activ: 0.2; FBW7 act: -0.1; MITF inh: 38; TEAD-YAP inh: 9

What do the screens show for `COCCOC(=O)C1=C(N)OC2=C(C(=O)CCC2)C1c1ccccc1[N+](=O)[O-]` (centres undefined)?
GPR151 activ: -1.2; FBW7 act: -0.3; MITF inh: 20; TEAD-YAP inh: 5

How did NC(=O)c1ccc(CN2CCCCC2)[nH]c1=O do in these assays?
GPR151 activ: -0.7; FBW7 act: 0.1; MITF inh: -15; TEAD-YAP inh: -2

Results for Cc1ccccc1C(=O)Nc1sc(Cc2ccccc2)c(C)c1C(N)=O ?
GPR151 activ: -0.8; FBW7 act: -0.1; MITF inh: -6; TEAD-YAP inh: 5

How did COc1ccccc1CNS(=O)(=O)c1cc(C(=O)Nc2ccc(Br)cc2)ccc1F do in these assays?
GPR151 activ: 2.6; FBW7 act: 0.0; MITF inh: 1; TEAD-YAP inh: 33*

How did Cc1occc1C(=O)Nc1ccc(F)cc1 do in these assays?
GPR151 activ: -5.0; FBW7 act: -0.2; MITF inh: -8; TEAD-YAP inh: -28

What do the screens show for `Cc1ccc(C(=O)[C@@H]2[C@@H](c3ccccc3)C(C#N)(C#N)[C@H]3C=Cc4ccccc4N23)cc1`?
GPR151 activ: 0.3; FBW7 act: -0.2; MITF inh: -7; TEAD-YAP inh: -13

Results for COc1cc(-c2ccc(SC(C)C)nc2)cc(OC)c1OC ?
GPR151 activ: -0.5; FBW7 act: 0.9; MITF inh: -9; TEAD-YAP inh: -9

Results for O=[N+]([O-])c1ccc(Oc2ccc(S(=O)(=O)Nc3ccccc3)cc2)cc1 ?
GPR151 activ: 0.8; FBW7 act: 0.0; MITF inh: -11; TEAD-YAP inh: 24

Results for CCOC(=O)C1=C(C)NC2=C(C(=O)CCC2)C1c1ccc(SC)cc1 (centres undefined) ?
GPR151 activ: 0.6; FBW7 act: 0.0; MITF inh: -7; TEAD-YAP inh: 5

Results for Cc1cccc(NC(=O)CCS(=O)(=O)c2ccc(Br)cc2)c1 ?
GPR151 activ: -1.3; FBW7 act: 0.0; MITF inh: 8; TEAD-YAP inh: -2

How did C=CCNC(=O)c1cc2sccc2nc1C(F)(F)F do in these assays?
GPR151 activ: -1.4; FBW7 act: -0.1; MITF inh: 8; TEAD-YAP inh: -8

Results for CC(C)(C)CC(C)(C)c1ccc(O)c(CN2CCN(CCC#N)CC2)c1 ?
GPR151 activ: -0.8; FBW7 act: 0.0; MITF inh: 12; TEAD-YAP inh: 12

How did COC(=O)c1ccccc1NC(=O)Nc1cccnc1 do in these assays?
GPR151 activ: -4.5; FBW7 act: -0.1; MITF inh: -19; TEAD-YAP inh: -17

What do the screens show for `COc1cccc(-c2cnc3c(Nc4ccc(N5CCOCC5)cc4)nccn23)c1`?
GPR151 activ: 0.7; FBW7 act: -0.1; MITF inh: 5; TEAD-YAP inh: 8

Results for O=C(Nc1ccccc1)Oc1cccc2cccnc12 ?
GPR151 activ: 0.2; FBW7 act: -0.3; MITF inh: 10; TEAD-YAP inh: -11

What do the screens show for `Cc1ccc(CCNC(=O)C2CCN(c3nn4c(=O)cc(C)nc4s3)CC2)cc1`?
GPR151 activ: -0.7; FBW7 act: -0.1; MITF inh: -2; TEAD-YAP inh: 5

Results for COc1ccc(Cl)cc1NC(=O)CSc1nnc(Cc2cccn2C)n1-c1ccc(C)cc1 ?
GPR151 activ: -0.2; FBW7 act: -0.2; MITF inh: -5; TEAD-YAP inh: 5

Results for O=C(Nc1cc(C(F)(F)F)c(Br)cc1Br)c1ccccc1F ?
GPR151 activ: -0.5; FBW7 act: -0.1; MITF inh: 3; TEAD-YAP inh: 1

How did COc1ccc2c(c1)C(C)(C)C(C)=[N+]2C do in these assays?
GPR151 activ: 1.1; FBW7 act: 0.8; MITF inh: 16; TEAD-YAP inh: 8

What do the screens show for `CC(C)C(OC(=O)c1ccc(Cl)nc1)C(=O)NC1CCCCC1` (centres undefined)?
GPR151 activ: 0.3; FBW7 act: -0.3; MITF inh: -1; TEAD-YAP inh: -4

What do the screens show for `COc1cc(OC)cc(C(=O)Nc2nc3ccc4nc(SC)sc4c3s2)c1`?
GPR151 activ: 1.3; FBW7 act: -0.1; MITF inh: 3; TEAD-YAP inh: -7

By substructure, the compounds so far with an aryl thioether with sulfur outside any ring.
How did Cc1sc2ncnc(Sc3nc4ccccc4[nH]3)c2c1C do in these assays?
GPR151 activ: -1.5; FBW7 act: -0.2; MITF inh: -17; TEAD-YAP inh: -63

How did CCOC(=O)c1sc(NC(=O)C(C)Sc2nnc(CNC(=O)COc3ccccc3)n2-c2ccc(F)cc2)c(C(=O)OCC)c1C (centres undefined) do in these assays?
GPR151 activ: 0.0; FBW7 act: 0.1; MITF inh: -18; TEAD-YAP inh: 6

What do the screens show for `CCc1nnc(NC(=O)CSc2nc3cccnc3n2-c2ccc(F)cc2)s1`?
GPR151 activ: 0.2; FBW7 act: 0.1; MITF inh: 1; TEAD-YAP inh: 11

How did CSc1cccc(NC(=O)c2nccnc2CO)c1 do in these assays?
GPR151 activ: -0.4; FBW7 act: 0.1; MITF inh: 1; TEAD-YAP inh: -32

Results for COc1ccc(CCNC(=O)CCCn2c(SCc3cccc(F)c3)nc3ccccc3c2=O)cc1OC ?
GPR151 activ: -1.2; FBW7 act: 0.8; MITF inh: -4; TEAD-YAP inh: -17

Results for COc1cc(-c2ccc(SC(C)C)nc2)cc(OC)c1OC ?
GPR151 activ: -0.5; FBW7 act: 0.9; MITF inh: -9; TEAD-YAP inh: -9

Results for CCOC(=O)C1=C(C)NC2=C(C(=O)CCC2)C1c1ccc(SC)cc1 (centres undefined) ?
GPR151 activ: 0.6; FBW7 act: 0.0; MITF inh: -7; TEAD-YAP inh: 5

Results for COc1ccc(Cl)cc1NC(=O)CSc1nnc(Cc2cccn2C)n1-c1ccc(C)cc1 ?
GPR151 activ: -0.2; FBW7 act: -0.2; MITF inh: -5; TEAD-YAP inh: 5

What do the screens show for `COc1cc(OC)cc(C(=O)Nc2nc3ccc4nc(SC)sc4c3s2)c1`?
GPR151 activ: 1.3; FBW7 act: -0.1; MITF inh: 3; TEAD-YAP inh: -7

Outcome played no part in choosing rows, and some 3.5% of all compounds hit somewhere here.
